Bioassay records (PubChem)
Mac1 fbg enh: enhancers of human CD11b/CD18 binding to fibrinogen; P05107+P11215; K562 CD11b/CD18 adhesion to fibrinogen, ATPlite luminescence; activation, % at 10 µM; 93,000 tested, 0.07% active;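 active = 10 µM primary screen giving 50% or more activity, confirmed by 40% or more on retest at that dose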; also: strong numbers were not always called active; reference of the scale not given here
Target sequence (P05107 whole entry, looked up, other chains not shown): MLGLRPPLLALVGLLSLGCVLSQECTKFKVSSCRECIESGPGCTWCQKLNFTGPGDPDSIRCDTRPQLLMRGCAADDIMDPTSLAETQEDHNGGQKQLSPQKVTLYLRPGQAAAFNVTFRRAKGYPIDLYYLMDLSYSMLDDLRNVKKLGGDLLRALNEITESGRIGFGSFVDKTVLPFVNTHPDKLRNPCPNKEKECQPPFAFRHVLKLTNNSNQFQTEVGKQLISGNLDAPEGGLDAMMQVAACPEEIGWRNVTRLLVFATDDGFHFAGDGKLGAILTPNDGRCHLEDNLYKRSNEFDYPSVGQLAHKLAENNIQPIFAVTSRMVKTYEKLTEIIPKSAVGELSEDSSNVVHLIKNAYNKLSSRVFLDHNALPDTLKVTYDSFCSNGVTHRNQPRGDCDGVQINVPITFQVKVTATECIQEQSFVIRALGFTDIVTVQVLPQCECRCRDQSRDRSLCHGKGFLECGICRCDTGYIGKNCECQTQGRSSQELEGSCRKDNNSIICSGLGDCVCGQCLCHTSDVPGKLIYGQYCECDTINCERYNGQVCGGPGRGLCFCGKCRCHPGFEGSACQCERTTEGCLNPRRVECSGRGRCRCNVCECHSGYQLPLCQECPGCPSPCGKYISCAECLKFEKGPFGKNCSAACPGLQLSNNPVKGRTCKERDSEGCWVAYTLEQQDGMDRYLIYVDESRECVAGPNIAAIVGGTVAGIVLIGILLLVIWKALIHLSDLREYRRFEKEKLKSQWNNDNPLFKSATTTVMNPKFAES
* hit, by the source's call.

Mac1 fbg enh	SMILES
0	Cc1ccc(C2CC2c2n[nH]c(=S)n2-c2ccc(C)cc2)cc1 (configuration not stated)
0	CC(OC(=O)CCc1nc2ccccc2c(=O)[nH]1)C(=O)NC1CCCC1 (configuration not stated)
4	Clc1nc(-c2ccccc2)cc(-c2ccccc2)n1
2	O=C(Nc1cccnc1Cl)c1ccc(S(=O)(=O)N2CCCCCC2)cc1
0	COc1cc(NC(=O)C2CC2C)c(C(=O)O)cc1OC (configuration not stated)
-2	CC1CCCCN1C(=S)NCCc1ccccc1 (configuration not stated)
8	O=C(Nc1nc(-c2cccc(Br)c2)cs1)Oc1ccccc1
2	CC(=O)Nc1ccc(NC(=O)C(C)OC(=O)CCC(=O)c2ccc(F)cc2)cc1 (configuration not stated)
-3	O=C(CSc1nnc(-c2cccnc2)s1)Nc1cccc(C(=O)O)c1
-4	CCC(CC)NC(=O)c1ccc2c(c1)OCCO2
-3	CCOC(=O)c1[nH]c2ccc(OC)cc2c1NC(=S)N1CCN(c2cccc(Cl)c2)CC1
-2	CC(C)NC(=O)COc1ccc(/C=N/NS(=O)(=O)c2ccccc2)cc1
-6	O=C(CCC(=O)OC(C(=O)c1ccccc1)c1ccccc1)Nc1ccccc1 (configuration not stated)
-4	O=C(O)CSC1c2ccccc2C(=O)N1c1ccccc1 (configuration not stated)
8	O=c1c2ccccc2nnn1CSc1nc2ccccc2[nH]1
7	O=C(COC(=O)CCCc1nc2ccccc2s1)Nc1ncc(Cl)cc1Cl
2	O=C(CN1CCN(S(=O)(=O)c2ccc3ccccc3c2)CC1)Nc1ccc(N2CCOCC2)cc1
4	O=C(NC(=S)N1CCCc2ccccc21)c1ccc(Br)cc1
107	O=C(N/N=C/C=C\c1ccccc1[N+](=O)[O-])c1cc(-c2ccc3ccccc3c2)n[nH]1
-2	CC(/C=N/NC(=O)c1cc(-c2ccncc2)nc2ccccc12)=C\c1ccco1
-1	Cc1ccc(C)c(NC(=O)C(Sc2nnc(-c3cccs3)o2)c2ccccc2)c1 (configuration not stated)
7	Cc1cccc(C)c1NC(=O)CC1SC2=NCCN2C1=O (configuration not stated)
1	Cn1ncc2c(NNC(=O)c3ccc(Cl)cc3Cl)ncnc21
14	CCOC(=O)c1ccc(Cl)c(NC(=O)c2ccc(-c3ccccc3)cc2)c1
1	S=C(NCCc1ccccc1)N/N=C/c1c(Cl)cccc1Cl
-4	Cc1cc(N/N=C\c2ccccc2)nc(-c2ccccc2O)n1
-3	C/C(=N/NC(=O)c1ccccn1)c1ccco1
-3	COCCn1ccc(O)c(Cc2ccccc2)c1=O
-2	CCC(=O)NNC(=O)CCC(=O)Nc1ccccc1
-3	Cc1cs/c(=N\N=C\c2ccccc2)n1Cc1ccco1
6	COc1ccc2c(c1)[nH]c1c(=O)n(Cc3ccco3)cnc12
-4	COc1ccc(OCC(=O)NCCc2ccc(S(N)(=O)=O)cc2)cc1
4	CC[N+](C)(CC)CC(O)COCC1COc2ccccc2O1 (configuration not stated)
-15	O=C(CSc1ccc(F)cc1)N1CCC(c2nc3ccccc3s2)CC1
8	CCOC(=O)C1=C(c2ccccc2)OC(N)=C(C#N)C1c1ccc(Br)s1 (configuration not stated)
4	COc1cccc(-n2c(N)c(C#N)c3ccc([N+](=O)[O-])cc3c2=O)c1
92	O=C(N/N=C/c1cccc([N+](=O)[O-])c1)c1cc(-c2ccc3c4c(cccc24)CC3)n[nH]1
63	Cc1ccc(/C=C/C(=O)Nc2nc3ccccc3[nH]2)cc1
4	Cc1ccccc1C1C(C#N)=C2N=C(N)c3c(sc4c3CCCCC4)N2C2=C1C(=O)CCC2 (configuration not stated)
6	Cc1cc(C(=O)CN2C(=O)NC(C)(CC(C)C)C2=O)c(C)n1-c1ccc2c(c1)OCO2 (configuration not stated)
27	O=C(/C=C/c1cccs1)Nc1cccc(NC(=O)/C=C/c2cccs2)n1
9	CC1=CC(C)(C)Nc2ccc(OC(=O)CN3C(=O)c4cccc5cccc(c45)C3=O)cc21
-1	CC(C)[C@H](NC(=O)c1ccccc1)C(=O)OCC(=O)c1ccc2c(c1)NC(=O)CO2
-4	CN1CCN(NC(=O)c2cc([N+](=O)[O-])cc([N+](=O)[O-])c2)CC1
4	Cc1ccc(C)c(NC(=S)NC(NC(=O)N(C)C)C(Cl)(Cl)Cl)c1 (configuration not stated)
12	O=C1N(c2ccc(Cl)cc2)C(c2ccccc2)N2CCCN12 (configuration not stated)
-1	Cc1ccccc1CSCCNC(=O)CSCc1ccc([N+](=O)[O-])cc1
-2	Oc1ccc(C=Nc2ccccc2-c2nc3ccccc3[nH]2)cc1
-1	CC(Cl)C(=O)c1c(N)n(C)c(=O)n(C)c1=O (configuration not stated)
29	COc1cc(C(=O)Nc2nc(-c3cc(C)ccc3C)c(C)s2)ccc1OCC(=O)Nc1ccc(F)cc1

Following part.
Mac1 fbg enh	SMILES
0	CCOC(=O)N1CCC(N(CCN(C)C)C(=S)Nc2ccccc2C)CC1
-3	COC(=O)c1ccc(C(=O)OC)c(NC(=O)CS(=O)(=O)Cc2ccccc2)c1
-4	CC1CN(C(=O)C(Sc2ccccc2)c2ccccc2)CC(C)O1 (configuration not stated)
5	COc1cc(/C=N/Nc2ccc(F)cc2F)cc(OC)c1OC
0	CCOc1ccc2c(c1)sc(N)[n+]2Cc1cc(C)cc2cccnc12
-2	Cc1ccc(-n2c(SCC(=O)Nc3cccc(S(=O)(=O)NC4=NCCCCC4)c3)nc3ccccc3c2=O)cc1C
-2	O=C(Cc1ccccc1)Nc1ccc(C(=O)NCC2COc3ccccc3O2)cc1 (configuration not stated)
-4	O=C(OC1CCOC1=O)c1cc(-c2ccccc2)nc2ccccc12 (configuration not stated)
16	O=C(N/N=C/c1ccc(OCC(=O)N2CCCCC2)cc1)c1ccccc1
26	Cc1ccc(-n2nnnc2SCC(=O)Nc2sc(C)c(C)c2C#N)cc1C

Another view of some results above.
| SMILES | Mac1 fbg enh |
| --- | --- |
| Cc1ccc(/C=C/C(=O)Nc2nc3ccccc3[nH]2)cc1 | 63 |
| Cc1ccccc1C1C(C#N)=C2N=C(N)c3c(sc4c3CCCCC4)N2C2=C1C(=O)CCC2 (configuration not stated) | 4 |
| Cc1cc(C(=O)CN2C(=O)NC(C)(CC(C)C)C2=O)c(C)n1-c1ccc2c(c1)OCO2 (configuration not stated) | 6 |
| O=C(/C=C/c1cccs1)Nc1cccc(NC(=O)/C=C/c2cccs2)n1 | 27 |
| CC1=CC(C)(C)Nc2ccc(OC(=O)CN3C(=O)c4cccc5cccc(c45)C3=O)cc21 | 9 |
| CC(C)[C@H](NC(=O)c1ccccc1)C(=O)OCC(=O)c1ccc2c(c1)NC(=O)CO2 | -1 |
| CN1CCN(NC(=O)c2cc([N+](=O)[O-])cc([N+](=O)[O-])c2)CC1 | -4 |
| Cc1ccc(C)c(NC(=S)NC(NC(=O)N(C)C)C(Cl)(Cl)Cl)c1 (configuration not stated) | 4 |
| O=C1N(c2ccc(Cl)cc2)C(c2ccccc2)N2CCCN12 (configuration not stated) | 12 |
| Cc1ccccc1CSCCNC(=O)CSCc1ccc([N+](=O)[O-])cc1 | -1 |
| Oc1ccc(C=Nc2ccccc2-c2nc3ccccc3[nH]2)cc1 | -2 |
| CC(Cl)C(=O)c1c(N)n(C)c(=O)n(C)c1=O (configuration not stated) | -1 |
| COc1cc(C(=O)Nc2nc(-c3cc(C)ccc3C)c(C)s2)ccc1OCC(=O)Nc1ccc(F)cc1 | 29 |
| CCOC(=O)N1CCC(N(CCN(C)C)C(=S)Nc2ccccc2C)CC1 | 0 |
| COC(=O)c1ccc(C(=O)OC)c(NC(=O)CS(=O)(=O)Cc2ccccc2)c1 | -3 |
| CC1CN(C(=O)C(Sc2ccccc2)c2ccccc2)CC(C)O1 (configuration not stated) | -4 |
| COc1cc(/C=N/Nc2ccc(F)cc2F)cc(OC)c1OC | 5 |
| CCOc1ccc2c(c1)sc(N)[n+]2Cc1cc(C)cc2cccnc12 | 0 |
| Cc1ccc(-n2c(SCC(=O)Nc3cccc(S(=O)(=O)NC4=NCCCCC4)c3)nc3ccccc3c2=O)cc1C | -2 |
| O=C(Cc1ccccc1)Nc1ccc(C(=O)NCC2COc3ccccc3O2)cc1 (configuration not stated) | -2 |
| O=C(OC1CCOC1=O)c1cc(-c2ccccc2)nc2ccccc12 (configuration not stated) | -4 |

New compounds follow:
Mac1 fbg enh	SMILES
8	CCOC(=O)c1cc(-c2ccccc2)sc1NC(=O)CC
0	COc1cc(C(C(=O)NC(C)(C)C)N(C(=O)CNC(=O)c2cccs2)c2ccccc2)cc(OC)c1OC (configuration not stated)
32	Cc1ccc(NC(=O)c2cccc(NC(=O)/C=C/c3ccco3)c2)cc1C
0	COc1ccc(/C=C2\SC(=O)N(CCNC(=O)C3CC(=O)N(c4ccccc4)C3)C2=O)cc1 (configuration not stated)
1	O=C(N/N=C/c1cccc(Oc2ccccc2)c1)c1ccccc1Br
1	Cc1csc(=Nc2ccccc2)n1CCO
-1	CCc1ccc(-c2nn(-c3cc(Cl)ccc3[N+](=O)[O-])c(=O)c3ccccc23)cc1
5	Cc1cccc(NC(=S)N/N=C2\CC(C)(C)Oc3ccc(O)cc32)c1
-5	CCCn1c(SCC(=O)N2CC(=O)Nc3ccccc32)nc2ccccc21
-3	CC(C)CNC(=S)NC(=O)c1ccc([N+](=O)[O-])cc1
-4	COc1ccc2c(c1)C1NC(=S)N[C@@](C)(O2)C1C(=O)Nc1ccccc1 (some centres not stated)
-1	Cc1cccc(NC(=O)c2ccc(-n3cccn3)c([N+](=O)[O-])c2)c1
-4	Cc1ccccc1NC(=S)NNC(=O)c1ccoc1C
7	CC(=O)Nc1ccc(S(=O)(=O)Nc2nc(-c3ccc(C(C)(C)C)cc3)cs2)cc1
-2	COc1ccc(C(CNC(=O)c2cccc(Br)c2)N2CCCC2)cc1 (configuration not stated)
0	CC(=O)N/C(=C/c1ccc2c(c1)OCO2)C(=O)NCCCO
4	Cc1ccc(C(C)C)c(OCC(=O)NN=C2CCCCCCC2)c1
-4	C=CCNC(=O)C1CCN(c2c([N+](=O)[O-])cc(C(F)(F)F)cc2[N+](=O)[O-])CC1
10	O=C(COC(=O)CSc1ccc2ccccc2c1)Nc1ccccc1OC(F)F
2	CC(C)CC(=O)Nc1nnc(SCC(=O)NCc2ccco2)s1
-1	CCOC(=O)c1nn(-c2ccc(Cl)cc2)c2nc(Nc3ccccc3)cc(=O)n12
-4	COc1ccc(/C=C/C(=O)NCc2cn(C)nc2C)cc1COc1ccc(Cl)cc1Br
1	CC/C(=N\NC(=O)CNC(=O)/C=C/c1ccco1)c1ccccc1
-1	O=C(/C=C\NCC(=O)c1ccccc1)c1ccc2ccccc2c1
3	CCOC(=O)c1cnc2c(C)c(C)ccc2c1Nc1ccc(S(=O)(=O)Nc2ncccn2)cc1
0	O=C(CN1CCc2ccccc21)NCc1ccccc1Cl
1	COc1ccc(OC)c(NC(=O)c2ccccc2NS(=O)(=O)c2cccc3cccnc23)c1
2	CCSc1nc2ccccc2n1C(=O)/C=C\c1ccc(OC)c(OC)c1
5	COc1ccc(S(=O)(=O)Nc2ccccc2OC)cc1NC(=O)c1cc2ccccc2oc1=O
0	Cc1ccc(C(=O)Oc2ccccc2N2C(=O)C3CCCCC3C2=O)cc1 (configuration not stated)
-4	Cc1cc(C(F)(F)F)nn1CC(=O)NNC(=S)Nc1ccc(Cl)cc1
65	Cn1cnnc1Sc1cc(N2CCN(S(=O)(=O)c3ccc4ccccc4c3)CC2)ccc1[N+](=O)[O-]
7	COCCNC(=O)c1c(NC(=O)c2nc(SC)ncc2Cl)sc2c1CCCC2
-1	CC1(C)CC(=O)C(N=Nc2c(Cl)cc(Cl)cc2Cl)=C(O)C1
0	O=C(O)CSC(C(=O)Nc1ccc(C(F)(F)F)cc1)c1ccccc1 (configuration not stated)
-1	Cc1ccccc1NC(=S)NCC(c1cccnc1)N(C)C (configuration not stated)
-4	CCOc1ccc(-n2c(-c3ccccc3)c[n+]3c2CCCCC3)cc1
0	Cc1ccc(NC(=S)NC2CC3CCC(C2)N3Cc2ccco2)c(C)c1 (configuration not stated)
-1	O=C(O)CCCCCNS(=O)(=O)c1cccc2c1C(=O)c1ccccc1C2=O
-4	CCCCNC(=O)c1onc(CSc2cccc(OC)c2)c1C(=O)O
5	CC(C)CNC(=O)c1cccc(NC(=O)CSc2ccccc2)c1
-2	Cc1ccc(C(NC(=O)N2CC(C)OC(C)C2)C(Cl)Cl)cc1F (configuration not stated)
13	COc1cccc(C(=O)/C=C/Nc2ccc(S(=O)(=O)Nc3ccc(C(C)=O)cc3)cc2)c1
-8	CC(=O)c1c(C)[nH]c(C(=O)OCC(=O)Nc2ccc(Cl)cc2[N+](=O)[O-])c1C
17	Oc1[nH]c2ccccc2c1N=Nc1nc2ccccc2s1
8	COc1ccccc1OCC(=O)OC/C(O)=C(\C#N)c1nc2ccccc2[nH]1
-1	Cc1cc(C)c2c(c1)cc(C)c1nnc(SCC(=O)Nc3ccccc3N3CCOCC3)n12
-4	O=C(CNC(=O)c1ccc(Cl)cc1Cl)OCc1nc2ccccc2s1
0	CCOC(=O)Cc1csc(SCC(=O)NC2CCCC(C)C2C)n1 (configuration not stated)
0	Cc1cc(C)c(S(=O)(=O)c2c(C)cccc2C)c(OCC(C)C)n1

Additional entries
Mac1 fbg enh	SMILES
4	COc1ccc(-c2ncccc2OC(=O)C23CC4CC(CC(C4)C2)C3)cc1OC
9	CCOC(=O)c1cnc2c(c(C)nn2C)c1Oc1ccc(Cl)cc1
-2	COc1ccc(/C=N/OCC(=O)NCc2cccs2)c(OC)c1
-12	Cc1ccc(NC(=O)CSc2ncnc3ccccc23)cc1S(=O)(=O)N1CCCCCC1
-7	CCN(CC)c1ccc([N+](=O)[O-])cc1C(=O)O
1	CCN(CC)S(=O)(=O)c1cc(C(=O)Oc2cccc(-c3cnc4ccccc4n3)c2)ccc1Br
-4	CCOC(=O)C1=C(C)Nc2ccccc2N=C1NC(=O)c1cccc(S(=O)(=O)NCc2ccccc2)c1
-3	CC(C)(C)c1ccc(OCc2ccc(C(=O)N/N=C/c3ccc([N+](=O)[O-])cc3)o2)cc1

Not all compounds are listed; the hit share may differ from the screen's.
